Source: PubChem (several laboratories)
TRPML3 ag: human mucolipin-3 channel agonism | HEK293 TRPML3-YFP, Fluo-8 calcium fluorescence; 100% = the carbachol control signal | activation, % at 3 µM | 220,000 compounds, 0.29% hits | AID 1448;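 active means activation above its plate's cutoff, the mean activation of the plate's test wells plus 3 SD, cut at about 12% in these data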;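 further: 0% = DMSO only wells and 100% = carbachol wells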
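Test system – HEK293 line with stable expression of human TRPML3-YFP channel · Control set – carbachol 87 µM final as high control (100%), DMSO as low control (0%) · Signal – Fluo-8 calcium dye fluorescence, ex 470-495, em 515-575 nm · Incubation – 1-h 37 °C dye load, 5-s basal, 120-s post-compound reads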
RBBP9 inhibitor: human RBBP9 hydrolase inhibition; O75884; inhibition, % at 7.94 µM; 220,000 compounds, 0.2% hits; recombinant RBBP9, FP-Rh probe fluorescence polarization;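 active means inhibition above the campaign mean of all tested compounds plus 3 SD, cut at about 14% in these data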;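 further: plate controls were DMSO wells with RBBP9 for no effect and wells lacking RBBP9 protein for full effect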
Target sequence (O75884 whole entry, looked up): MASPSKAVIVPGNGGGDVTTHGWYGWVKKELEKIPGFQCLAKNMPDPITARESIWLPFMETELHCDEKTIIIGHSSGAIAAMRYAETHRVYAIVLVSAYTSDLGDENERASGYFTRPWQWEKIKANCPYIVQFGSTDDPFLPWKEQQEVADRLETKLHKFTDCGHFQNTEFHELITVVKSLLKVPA
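System: RBBP9 protein | Quantity: 2.5 µM RBBP9 dispensing solution, before mixing | Reagent: FP-Rh probe, 375 nM dispensing solution | Timing: Enzyme-compound preincubation 30 min, then probe labeling 45 min, 25 °C | Measured by: Fluorescence polarization | Read-out: % inhibition | Replication: One well per compound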
Wee1 stabilizer: human Wee1 degradation inhibition, primary screen; P30291; HeLa Luc-Wee1K328M stability, luciferase luminescence; 100% = proteasome inhibitor MG132 effect; 220,000 compounds, 1.2% hits; reporter increase, % at 5 µM;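 active means activation above the mean of all tested compounds plus 3 SD, set per screening run, cut at about 8.8% in these data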;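 further: cells exposed to compound for 20 h before luminescence read; 0% = DMSO alone and 100% = MG132 at 30 µM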
Target sequence (P30291 whole entry K328M): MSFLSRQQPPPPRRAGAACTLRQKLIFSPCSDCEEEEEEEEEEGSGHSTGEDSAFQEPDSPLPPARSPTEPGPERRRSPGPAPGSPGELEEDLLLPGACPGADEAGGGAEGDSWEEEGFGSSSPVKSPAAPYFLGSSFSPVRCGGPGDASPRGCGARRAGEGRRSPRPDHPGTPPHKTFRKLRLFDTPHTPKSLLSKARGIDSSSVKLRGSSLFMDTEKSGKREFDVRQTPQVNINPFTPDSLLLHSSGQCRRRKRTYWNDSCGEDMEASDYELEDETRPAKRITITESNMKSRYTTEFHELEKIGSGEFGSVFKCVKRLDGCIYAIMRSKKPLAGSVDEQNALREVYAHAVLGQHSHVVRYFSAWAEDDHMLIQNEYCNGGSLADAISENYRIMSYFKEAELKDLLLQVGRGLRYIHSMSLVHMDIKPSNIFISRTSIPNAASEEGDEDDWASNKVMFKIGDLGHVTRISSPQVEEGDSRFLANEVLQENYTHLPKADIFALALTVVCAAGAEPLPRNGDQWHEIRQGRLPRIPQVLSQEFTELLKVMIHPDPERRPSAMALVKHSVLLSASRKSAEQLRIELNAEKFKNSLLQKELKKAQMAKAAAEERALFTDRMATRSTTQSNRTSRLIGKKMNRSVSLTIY
zfTRPN1 agonist: zebrafish TRPN1 (NompC) channel agonism; HEK293 zebrafish TRPN1-YFP, Fluo-8 calcium fluorescence; 100% = response to 87 µM carbachol; activation, % at 3 µM; 220,000 compounds, 0.18% hits; AID 1424;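 active means activation above its plate's cutoff, the mean activation of test wells on that plate plus 3 SD, cut at about 19% in these data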;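 further: 0% = DMSO alone and 100% = 87 µM carbachol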
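Material: zebrafish TRPN1-YFP in HEK293 cells. Doses: one dose of 3 µM, 0.3% DMSO. Incubation: dye 1 h 37 °C plus 30 min RT. Measured by: intracellular calcium fluorescence with Fluo-8.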
BaF3 tox: parental Ba/F3 viability inhibition as JAK2V617F counter-screen. 220,000 compounds, 1.1% hits. inhibition, % at 5.6 µM. CellTiter-Glo ATP luminescence;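 active means inhibition above a per-campaign cutoff, the mean inhibition of all tested compounds plus 3 SD, cut at about 27% in these data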;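 further: 0% = DMSO wells and 100% = JAK Inhibitor I control wells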
CHOP inh: CHOP inhibition in unfolded protein response; CHO-K1 CHOP-promoter luciferase, tunicamycin-induced, 15-18 h; inhibition, % at 10 µM; 220,000 compounds, 3.8% hits; AID 2732;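 active means compounds that reduced the stress-induced luciferase reporter signal by more than about 70% of percent inhibition, limit read from the data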;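 further: 0% = tunicamycin plus vehicle and 100% = wells without tunicamycin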
TNF death inh: TNF-alpha cell death inhibition in Jurkat FADD-/- cells; Jurkat FADD-/- TNF necroptosis rescue, ATP luminescence, 24 h; 0 = TNF only, 100 = no-TNF cells; activation (protection from cell death), % at 10 µM; 220,000 compounds, 0.068% hits; AID 463075;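 active means activation, meaning protection from cell death, of at least 50% relative to plate controls; inactive means activation below 50%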;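 further: necroptosis triggered by 40 ng/mL TNF-alpha added together with compound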
PPC-1+TRAIL kill: PPC-1 cancer cell killing with TRAIL present. PPC-1 cells + TRAIL, ATPLite viability luminescence. cell killing (% activity), % at 4 µM. 220,000 compounds, 0.41% hits. AID 1443;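 active means cell killing above 50% in the first pass at 4 µM, then a duplicate retest at 5 µM averaging 50% or more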;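 further: plate controls were cells with TRAIL plus DMSO for no effect and medium-only wells lacking cells for full effect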
Ba/F3 V617F tox: reduce viability of Ba/F3 cells dependent on JAK2V617F; Ba/F3 EpoR-JAK2V617F viability, ATP luminescence; inhibition, % at 5.6 µM; 220,000 compounds, 1.1% hits;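 active means inhibition above the campaign mean plus 3 SD over all tested compounds, cut at about 24% in these data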;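 further: cytokine-independent growth of Ba/F3 cells driven by EpoR plus mutant JAK2; 0% = DMSO-treated cells and 100% = JAK inhibitor I control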
Starred values were filed as active, the others as inactive; x = not tested or not shown; [ ] = another dose, or the depositor's remark. The order is random. Share with any hit: about 6.8%.

Below each compound – TRPML3 ag	RBBP9 inhibitor	Wee1 stabilizer	zfTRPN1 agonist	BaF3 tox	CHOP inh	TNF death inh	PPC-1+TRAIL kill	Ba/F3 V617F tox
Clc1ccc(Nc2ncnc3c2cnn3-c2ccccc2)cc1
→ 0.2	-18	1	1.3	4	21	2.5	16	-2
Cc1cc([N+](=O)[O-])nn1CCC(=O)NC1CCCCCC1
→ 0.3	6	5	-1.0	6	22	2.1	12	0
CN(C)S(=O)(=O)c1cccc(COC(=O)c2ccc(Cl)cc2O)c1
→ 0.3	1	-1	4.5	2	38	-1.2	8	-1
N#C/C(=C\c1c(F)cccc1Cl)S(=O)(=O)c1ccccn1
→ 0.8	-11	0	2.9	1	3	-3.5	-5	-3
O=c1cc(N2CCC3(CC2)OCCO3)[nH]c(=O)n1-c1ccc(Br)cc1
→ 1.3	9	0	2.5	3	20	-1.5	-4	-1
CCOC(=O)C/C(C)=N\Nc1nc(-c2ccccc2)cs1
→ -0.6	0	0	-0.9	6	-6	0.1	18	0
C#CCOCCOCCOCCNc1nc(N2CCN(C(=O)C([C@@H](C)CC)n3cc(C(N)CO)nn3)CC2)nc(N2CCN(C(=O)[C@H](CCC(=O)O)n3cc(C(N)CC(C)C)nn3)CC2)n1 (some centres undefined)
→ 0.8	3	2	1.6	2	36	-0.3	3	0
O=C(NC1CCCC1)c1cccc(NC(=O)c2ccco2)c1
→ 0.3	-12	0	1.9	5	-7	2.1	19	0
CC[C@@H](NS(=O)(=O)c1ccc(C)cc1)C(=O)Oc1ccc2c3c(c(=O)oc2c1)CCC3
→ 0.9	-11	0	3.6	7	15	0.0	-12	5
COc1cc(NC(=O)C2CC(=O)NC3=C2C(=O)CCC3)cc(OC)c1 (centres undefined)
→ 0.1	0	-1	1.1	8	-3	-1.8	-18	3
CNC(=O)Cn1nc(-c2ccc(C)c(S(=O)(=O)N(C)C)c2)c2ccccc2c1=O
→ 0.4	-5	1	-0.5	3	24	-0.2	11	-2
CCCOc1ccc(C(=O)C(c2ccccc2)N2CCOCC2)cc1 (centres undefined)
→ -0.4	-11	-3	-0.4	4	-13	0.7	0[5 µM]	-1
COc1ccccc1NC(=S)NC(=O)c1ccc(-c2ccc(Cl)cc2)o1
→ -0.1	-6	14*	1.6	10	30	-8.3	8	2
CCN1C(=O)c2cccc3c(NC(=O)c4ccc(S(=O)(=O)N(C)C)cc4)ccc1c23
→ 0.2	0	11*	1.9	5	21	-6.7	8	2
Cc1ccc(N=Nc2c(N)[nH]n3c(=O)c4c(nc23)CCCC4)cc1
→ -0.7	2	-1	-0.2	1	18	-7.5	4	-2
CC(=O)NC1CCC(C(=O)O)(c2ccccc2)C1 (centres undefined)
→ 0.0	-9	9.3*	-0.2	5	-24	-3.9	0	-2
Cn1nccc1C(=O)NCCN1C(=O)OC(C)(C)C1(C)O (centres undefined)
→ 0.6	-9	-1	0.8	0	3	0.3	-10	-1
COc1ccc2c(C#N)c3ccccn3c2c1
→ 0.2	-5	0	-0.9	4	40	-1.3	5	3
CCC(CO)NCCNC(CC)CO (centres undefined)
→ -0.2	-10	-2	1.6	-3	9	-2.0	12	-5
Cc1cc(C)c2cccc(NC(=S)NC(=O)c3ccccc3)c2n1
→ 0.1	2	-3	-1.4	-2	7	-1.9	6	-3
COc1ccc(NC(C)=O)cc1S(=O)(=O)N1CCN(C/C=C/c2ccccc2)CC1
→ 0.3	-10	2	0.7	2	8	2.8	12	1
O=c1ccc(Br)c[nH]1
→ 0.5	3	-4	0.8	0	23	0.5	9	-4
COc1ccc(OC)c(S(=O)(=O)N2C(C)CCCC2C)c1 (centres undefined)
→ 0.8	-5	-2	-0.3	8	0	1.5	-1	1
CCc1ccc(NC(=O)c2cc3c(C)nc4ccccc4c3o2)cc1
→ -0.2	-29	3	-1.4	4	24	1.8	13	-1
Cc1ccc(CSc2nncn2-c2ccccn2)cc1
→ -0.2	-13	-1	0.4	5	-14	-1.6	17	3
CC(=O)Nc1c(O)n(C)c2ccccc12
→ 1.2	-7	1	1.1	6	0	0.3	-11	-1
CC1(C)CC(C)(c2ccc(O)cc2O)N(c2cccc(Cl)c2)C(=S)N1 (centres undefined)
→ 0.4	0	-1	1.1	4	14	-1.5	13	2
CCC(COC(=O)Nc1ccccc1)NC(=O)OC(C)C (centres undefined)
→ -0.1	-7	8	0.3	0	46	-0.4	14	-2
CC(O)CNc1nc2c(c(=O)n(C)c(=O)n2C)n1Cc1cccc(Br)c1 (centres undefined)
→ -0.3	-5	-1	0.7	9	x	-3.6	20	6
C/C(CC(=O)Nc1ccccn1)=N\NC(=O)c1cnccn1
→ 0.5	-11	5	1.2	-2	-1	0.2	6	4
CCCCC(CCC(=O)Nc1ccn(-c2ccccc2)n1)C(=O)O (centres undefined)
→ 0.2	-14	0	-0.6	63*	5	-1.9	10	-3
COc1ccc(CNC(=O)Cn2c(=O)oc3ccccc32)cc1OC
→ 1.0	-4	-1	1.1	1	2	1.2	18	-1
Cc1cccc(C(=O)N2c3ccccc3C(=O)OC2c2ccc3c(c2)OCO3)c1 (centres undefined)
→ 0.3	-3	1	-2.0	2	54	-0.2	11	1
Cc1cccc(N(CC(=O)N2CCN(C)CC2)S(=O)(=O)c2ccccc2)c1
→ 0.2	-1	-2	0.2	6	1	-0.2	28	4
Cc1ccc(CSc2nc3c(c(=O)[nH]2)C(c2ccncc2)C2=C(CCCC2=O)N3)cc1 (centres undefined)
→ -0.7	-12	0	-1.4	10	8	0.1	15	1
CCc1nc2ccccc2c(C(=O)OCC(=O)NCCCN2CCCC2=O)c1C
→ 0.0	3	-1	0.6	6	31	0.0	14	6
CN(C)C(=S)SCC(=O)Nc1cccc(C(F)(F)F)c1
→ 0.2	-3	3	-3.0	4	6	17	25	-1
Cc1nc(-c2ccccc2)sc1C(=O)/C=C/N(C)C
→ 1.6	-9	-2	3.4	5	6	-1.3	14	0
Cc1cc(C)c(S(=O)(=O)c2ccccc2)c(OC(=O)c2ccc(Cl)cc2Cl)n1
→ 0.0	-3	-2	0.2	5	32	0.1	11	-2
COc1cc([N+](=O)[O-])ccc1Nc1nc(C)cc(C)n1
→ 1.0	0	-1	1.0	3	-9	-1.9	17	0
CCOC(=O)COc1ccc(S(=O)(=O)N2CCN(c3ccc(F)cc3)CC2)cc1
→ 1.1	-2	0	-0.2	-1	-25	2.8	-13	0
c1csc(CNc2nc(-c3cccs3)nc3ccccc23)c1
→ 0.5	-18	3	-0.3	3	-6	-1.0	2	2
Cc1cc(C(=O)O)c(CSCc2cc(C(=O)O)oc2C)o1
→ 1.1	-4	2	0.3	4	-1	0.1	0	0
Cc1ccc(S(=O)(=O)c2nc(-c3ccc(F)cc3)oc2SCC(=O)NCC2CCCO2)cc1 (centres undefined)
→ 0.5	-4	0	-0.2	1	36	0.3	3	-2
Cc1cc(C)c2c(=O)cc(C(F)F)oc2c1
→ 0.6	-10	-1	0.6	2	36	-1.7	-12	-2
COc1cc2c(cc1OC)CN(c1nc(CN3CCCCC3)nc3sc4c(c13)CCCC4)CC2
→ 1.1	-7	0	0.4	7	30	1.7	13	1
CCCOc1ccc(N2C(=O)CC(N(C(=O)c3ccco3)c3ccc(OCCC)cc3)C2=O)cc1 (centres undefined)
→ 0.5	4	2	0.0	10	9	0.9	-9	3
COc1cc(C2NC(=S)NC(C)=C2C(=O)OC(C)C)ccc1OC(C)C (centres undefined)
→ -0.7	1	-1	-1.2	1	-3	-0.3	21	1
Cc1ccc(NC(=S)N2CCCC(c3ccccc3)=N2)cc1
→ 0.5	-6	-5	-0.4	2	17	3.5	12	-6
O=C(Cc1ccccc1)NNC1CC(=O)N(c2ccc(Oc3ccccc3)cc2)C1=O (centres undefined)
→ 0.1	-5	0	-1.9	-4	16	-0.4	4	-2

(more compounds)
Below each compound – TRPML3 ag	RBBP9 inhibitor	Wee1 stabilizer	zfTRPN1 agonist	BaF3 tox	CHOP inh	TNF death inh	PPC-1+TRAIL kill	Ba/F3 V617F tox
CCN1CCCC1CNC(=O)c1ccc(Sc2ccc(F)cc2)c([N+](=O)[O-])c1 (centres undefined)
→ 0.5	0	-2	1.3	3	26	-2.5	19	3
C=COCCn1c(=N)n(CCC)c2ccccc21
→ 1.4	-2	0	1.1	3	-2	0.7	-8	3
CCCOc1ccc(N2C(=O)CC(SC(=NCC)NCC)C2=O)cc1 (centres undefined)
→ 0.5	-2	3	1.2	5	12	0.8	24	4
CC(=O)NCCNC(=O)c1oc2ccccc2c1CSc1ncn[nH]1
→ 0.4	2	-1	1.3	3	13	3.2	4	-4
CCOC(=O)COc1cc(=O)n(CC)c2ccccc12
→ 0.7	-1	-1	-2.2	3	15	-2.1	4	-2
Oc1c(Cl)cccc1C=Nc1cc(C(F)(F)F)ccc1N1CCCC1
→ -0.1	1	0	0.4	4	38	-3.1	24	-1
CCOC(=O)CSc1nnc(CNC(=O)c2ccc(OC)cc2)n1Cc1ccccc1
→ -0.7	3	2	0.4	1	-8	-0.7	-6	3
CN1C(=S)SC(/[N+]([O-])=C\c2ccccc2)C1(C)C (centres undefined)
→ 0.2	-3	3	0.3	0	-2	0.5	6	-3
CCOC(=O)Cc1nnc(NC(=O)CSc2ccccc2)s1
→ 0.6	-4	-2	1.8	2	0	-1.6	7	-1
O=C(O)CCC(=O)NC1CCCCCCC1
→ 0.8	-4	1	0.6	3	8	0.2	0	2
CCOCC(=O)Nc1cc(C(=O)Nc2ccccc2)ccc1Cl
→ 0.0	-9	0	0.2	0	-11	-3.1	2	0
Cc1cc(-c2n[nH]c(=S)n2/N=C/C(Br)=C/c2ccccc2)n[nH]1
→ 0.8	-6	0	0.9	-4	106*	5.0	26	-3
C(=N\Nc1nc2ccccc2[nH]1)/c1ccc2c(c1)OCO2
→ 0.5	-12	12*	1.1	2	-38	19	22	2
CCn1c2ccccc2c2cc(NC(=O)CN(C)CC(=O)Nc3ccc(N4CCOCC4)cc3)ccc21
→ -0.1	-3	-3	-1.1	1	22	4.9	7	-7
Cn1c(=O)c2c(nc(N/N=C/c3cccs3)n2C)n(C)c1=O
→ 0.4	-9	3	-0.2	-6	12	-2.0	6	-3
